Screens as filed in PubChem BioAssay.
RAD54 branch: inhibitors of human RAD54 branch migration, primary screen, biochemical, fluorescence, single point | RAD54 Holliday junction branch migration, FAM/BHQ fluorescence | inhibition, % at 10.4 µM | hit rate 0.14% among 360,000 | AID 602329, 2012;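 active = mean normalized replicate activity at least 40 and at least half of replicates scoring 40 or more; inconclusive = only one of the two criteria met; inactive = mean below 40 and under half of replicates reaching 40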;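 note: 0% = median of neutral control wells and 100% = median of positive control wells; inhibitors cause a drop in the FAM fluorescence signal; in these data hits start at about 50%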
INS-1E GSIS act: GLuc luminescence reporter in INS-1E cells, primary screen for activators of glucose-dependent secretion of insulin; hit rate 0.61% among 370,000; activation, % at 16.6 µM; AID 743287, 2014; INS-1E GLuc reporter insulin secretion, 2-3 h;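 active = lowest replicate activation of at least 40%, so every replicate reaches that level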;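 note: 0% = median of neutral control wells and 100% = median of IBMX positive control wells; some compounds called inactive have numbers as strong as hits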
E-selectin induc: E-selectin induction in HUVECs, primary screen, imaging, HUVEC, immunofluorescence imaging, single point | P16581 | normalized: neutral wells 0, TNF-alpha wells 100 | activation, % at 7.58 µM | hit rate 0.37% among 260,000;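 active = mean E-selectin-positive cell signal at least 10% of the positive control, reached in at least 60% of replicates, without over 20% cell loss; inconclusive = no rule given, readout overlaps actives, possibly toxicity-flagged; inactive = the rest, including those meeting only one limit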;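 note: in these data hits start at about 27%; measured in HUVEC primary endothelial cells; signal is the percent of cells scored E-selectin positive by PE staining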
Target sequence (P16581 whole entry, looked up): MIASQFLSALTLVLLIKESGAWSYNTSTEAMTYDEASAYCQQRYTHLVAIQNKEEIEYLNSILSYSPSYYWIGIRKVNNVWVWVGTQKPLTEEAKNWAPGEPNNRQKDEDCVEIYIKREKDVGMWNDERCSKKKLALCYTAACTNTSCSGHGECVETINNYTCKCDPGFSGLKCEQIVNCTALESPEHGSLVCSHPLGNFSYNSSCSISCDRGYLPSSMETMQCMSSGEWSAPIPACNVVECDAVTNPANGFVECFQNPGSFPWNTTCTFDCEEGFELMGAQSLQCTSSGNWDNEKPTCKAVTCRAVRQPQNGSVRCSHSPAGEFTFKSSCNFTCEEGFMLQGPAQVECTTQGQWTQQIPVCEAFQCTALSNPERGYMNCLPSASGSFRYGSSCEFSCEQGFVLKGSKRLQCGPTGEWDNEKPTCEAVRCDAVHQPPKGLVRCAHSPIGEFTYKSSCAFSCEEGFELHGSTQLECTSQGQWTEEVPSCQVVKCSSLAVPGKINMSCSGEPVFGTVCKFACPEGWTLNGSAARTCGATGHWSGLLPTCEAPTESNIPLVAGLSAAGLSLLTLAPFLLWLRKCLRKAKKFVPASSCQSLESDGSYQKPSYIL
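Test system: HUVEC | Signal: Immunofluorescence imaging | Read-out: Percent E-selectin-positive cells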
XiGFP reactiv: activators of inactive X chromosome reactivation, primary screen, imaging, XiGFP fibroblasts, GFP high-content imaging, set 2; XiGFP mouse fibroblasts, % GFP-positive cells imaging, 3 d; cells co-treated with 5-aza-dC sensitizer; scaled so ellipticine positive control = 100%; activation, % at 7.58 µM; hit rate 0.055% among 360,000; AID 743238, 2013;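 active = mean normalized replicate activation at least 10% and every replicate at or above 10%; inconclusive = only one of the two criteria met; inactive = mean below 10% and not all replicates reach 10%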;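 note: 0% = median of on-plate neutral control wells and 100% = ellipticine 6 µM median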
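Assay system – SV40-immortalized XiGFP fibroblast cells, line 68-5-11 · Buffer or medium – DMEM supplemented with 5-aza-dC as sensitizing agent · Dosing – one concentration, pinned · Benchmarks – positive control ellipticine, 6 µM final · Times – 3 days compound exposure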
CASP6 VEID inh: human caspase-6 inhibitors, primary screen, biochemical, VEID-R110 fluorescence, single point, set 2; P55212; purified caspase-6, Z-VEID-R110 cleavage fluorescence; inhibition, % at 12.5 µM; hit rate 0.53% among 350,000;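 active = mean inhibition across replicates at least about 35%, with every replicate also reaching that limit, limit read from the data; inconclusive = only one of the two criteria met; inactive = neither criterion met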;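 note: 0% = median of neutral control wells and 100% = no fluorescence left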
Target sequence (P55212 24-179 limits assumed): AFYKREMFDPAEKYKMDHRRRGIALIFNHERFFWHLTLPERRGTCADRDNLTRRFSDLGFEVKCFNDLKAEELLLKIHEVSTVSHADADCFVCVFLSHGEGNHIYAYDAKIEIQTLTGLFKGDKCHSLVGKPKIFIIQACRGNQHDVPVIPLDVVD
Target sequence (P55212 194-293 limits assumed): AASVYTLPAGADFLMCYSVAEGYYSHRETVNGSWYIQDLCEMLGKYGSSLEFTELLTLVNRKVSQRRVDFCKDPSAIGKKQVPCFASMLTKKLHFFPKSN
F508del corr: F508del CFTR correction, initial screen, CFBE line, single point. AID 720511, 2013. hit rate 0.36% among 350,000. CFBE cells, YFP halide quenching; stimulated with forskolin plus potentiator P3; % fluorescence drop versus neutral controls. activity (quench increase), % at 7.58 µM;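 active = mean added fluorescence quench of at least 8% versus neutral control, with both replicates also reaching 8%; inconclusive = only one of the mean or replicate conditions met; inactive = mean below 8% and not both replicates reaching 8%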;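 note: cells transiently co-express mutant CFTR-F508del with the halide-sensitive YFP; corrector assay measuring rescue of mutant channel to the surface after 24 h compound exposure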
DENV2 CPE rescue: inhibitors of DENV2 cytopathic effect, primary screen, cell-based, plate reader, single concentration; hit rate 1.7% among 350,000; CPE inhibition, % at 9.99 µM; DENV2-infected cells, cytopathic effect rescue; in the data active = CPE inhibition above about 20%, passing the limit was not always enough; inconclusive = no clear call, values can overlap the other calls; tested in BHK-21 cells;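 note: 0% = median of neutral control wells and 100% = median of positive control wells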
RAD52 inh: RAD52 DNA annealing inhibitors, primary screen, biochemical, FRET, single point, set 2; inhibition, % at 18.7 µM; hit rate 0.46% among 360,000; DNA repair protein RAD52 homolog (Homo sapiens), P43351; AID 651710, 2012; recombinant RAD52 DNA annealing, FRET fluorescence;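 active = every replicate showing at least 50% inhibition; inconclusive = mean inhibition at least 50% but not in every replicate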
The depositor's hits bear a star; ? = inconclusive; · = not tested or not shown; & = joins results of further samples. Rows are unselected; about 3.7% have a hit in one of these screens.

SMILES,RAD54 branch,INS-1E GSIS act,E-selectin induc,XiGFP reactiv,CASP6 VEID inh,F508del corr,DENV2 CPE rescue,RAD52 inh
C[C@@H]1CN([C@@H](C)CO)C(=O)c2cccc(NC(=O)Nc3ccc4c(c3)OCO4)c2O[C@@H]1CN(C)Cc1ccc(C(=O)Nc2ccccc2N)cc1,·,9,0.7,-0.2,·,1.4,·,·
CS(=O)(=O)c1cc([N+](=O)[O-])c(Sc2nc3ccccc3[nH]2)c([N+](=O)[O-])c1,-3,4,·,·,6,-2.0,-3,-26
CCOc1cc(NC(=S)NCC2CCCO2)c(OCC)cc1NC(=O)CC (stereo not drawn),·,-3,1.8,0.0,1,-0.3,-1,-4
COc1ccc2c3c(n(C)c2c1)[C@H](CO)NCC31CN(Cc2cc(-c3ccccc3)on2)C1,·,-3,0.0,0.0,·,3.8,-2,80*
COc1ccccc1-n1ccnc1SCC(=O)NCC1CCCO1 (stereo not drawn),2,-1,1.2,0.0,1,3.3,-1,-14
CC[C@H]1OC(=O)[C@H](C)[C@@H](O[C@H]2C[C@@](C)(OC)[C@@H](O)[C@H](C)O2)[C@H](C)[C@@H](O[C@@H]2O[C@H](C)C[C@H](N(C)C)[C@H]2O)[C@](C)(O)C[C@@H](C)C(=NOCOCCOC)[C@H](C)[C@@H](O)[C@]1(C)O,4,·,0.0,-0.1,1,-2.5,-7,-1
CCCCSc1c(C)c2cc3c(cc2[nH]c1=O)OCO3,2,13,·,·,4,-0.3,?,3
O=C(C[C@H]1CC[C@@H]2[C@H](COC[C@@H](O)CN2Cc2ccc(Cl)cc2)O1)NCc1ccccc1Cl,13,-8,0.0,0.1,-1,-4.4,-12,8
CCc1ccc(NC(=O)CSc2nncn2-c2cccnc2)cc1,-8,3,·,·,4,-2.0,7,-7
CCOc1ccc(/C=C2\CCc3ccccc3C2=O)cc1,1,4,0.0,0.0,2,2.4,4,1
COCOc1cccc(CN2CCC(C)(Oc3ccc(C(C)=O)cc3)C2)c1 (stereo not drawn),0,1,-0.2,-0.1,-1,-3.6,?,7
O=C(CCn1cnc2ccccc2c1=O)Nc1nc(-c2ccc(Br)cc2)cs1,·,78,0.1,-0.1,1,·,-3,-11
Cc1cccc(C(=O)NCC(=O)OCC(=O)NC2CCCCCCC2)c1,15,-31,0.3,0.0,0,-1.3,-1,7
COc1ccc(NC(=O)Nc2ccc3c(c2)[C@@H]2C[C@H](CC(=O)NCc4ccc5c(c4)OCO5)O[C@H](CO)[C@@H]2O3)cc1,-2,3,0.0,0.0,0,1.1,-2,-6
Cc1noc(C)c1S(=O)(=O)Nc1ccc2c(c1)C(=O)N([C@H](C)CO)C[C@H](C)[C@@H](CN(C)CC1CCCCC1)OCCCC[C@@H](C)O2,-4,4,1.6,-1.1,-5,-1.8,-5,-3
CO[C@@H]1CN(C)C(=O)c2ccc(NS(C)(=O)=O)cc2OC[C@@H](C)N(C(=O)NC(C)C)C[C@@H]1C,·,4,0.2,0.4,-2,-0.7,-6,-5
CC(C)c1ccc(CNc2nc3nc4c(c(=O)n3[nH]2)CCC4)cc1,1,12,·,0.2,·,-3.3,7,-8
COc1ccccc1CC(NC(C)=O)C(=O)NC1CCN(C(=O)Nc2ccccc2F)CC1 (stereo not drawn),-3,-1,-0.1,0.1,3,-2.5,5,0
CCN1CCN(S(=O)(=O)c2cccc(S(=O)(=O)N3CCOCC3)c2)CC1,·,-3,1.1,0.0,1,1.2,1,-17
Cc1cccc(Oc2c([N+](=O)[O-])c(=O)n(C)c3ccccc23)c1,5,-6,0.2,0.5,5,-1.2,-2,-22
COc1ccc(C2CC(c3ccccc3C(F)(F)F)=NN2c2ccc(S(N)(=O)=O)cc2)cc1 (stereo not drawn),-2,-3,-1.7,0.2,-4,7.2,16,-11
C[C@@H]1CN([C@H](C)CO)C(=O)c2cc(NS(=O)(=O)c3ccccc3)ccc2O[C@@H](C)CCCCO[C@@H]1CN(C)S(=O)(=O)c1cn(C)cn1,-1,-7,0.0,0.0,0,-2.3,-15,-48
COC(=O)c1cc2occc2n1Cc1nc(-c2ccccc2F)oc1C,1,-1,0.3,0.0,4,1.5,16,-7
CC(=O)Nc1cccc(NC(=O)Nc2cccc(F)c2)c1,·,-1,·,0.0,0,0.0,12,-9
CCCCn1c(SCC(=O)c2ccc3c(c2)NC(=O)CO3)nc2cc(S(N)(=O)=O)ccc21,·,10,0.5,0.0,-2,3.1,7,-10
Clc1cccc(CNc2ccn3nc(-c4cccc(Cl)c4)cc3n2)c1,-3,5,2.0,0.1,2,-1.0,-1,-56
COc1ccc(NC(=O)Nc2ccc3c(c2)C(=O)N([C@H](C)CO)C[C@@H](C)[C@@H](CN(C)Cc2ccc(C(=O)O)cc2)OCCCC[C@@H](C)O3)cc1,-1,13,-0.1,0.0,-2,1.3,3,4
COc1ccc(NC(=S)N2CCN(Cc3ccccc3)CC2)c(OC)c1,·,-9,-0.3,-0.1,0,0.8,-2,-15
COc1ccc(C2C(C(=O)Nc3ccc(F)cc3)=C(C)Nc3nc(CCCO)nn32)cc1 (stereo not drawn),3,-1,·,0.1,-2,4.0,29*,-7
CC(=O)N(C)C(c1ccc(N(C)C)cc1)c1nnnn1-c1c(C)cccc1C (stereo not drawn),·,0,·,0.1,-1,·,0,-11
CCOC(=O)C1=CCC(c2ccccc2)N(S(=O)(=O)c2ccccc2C)C1 (stereo not drawn),9,-5,2.6,0.1,-3,-0.9,0,-15
CC(C)COC(=O)N(C)C[C@@H]1OCc2ccccc2-c2ccccc2C(=O)N([C@H](C)CO)C[C@@H]1C,-5,4,-0.3,0.3,2,0.6,2,-2
CCCNC(=O)N1[C@@H](CO)[C@H](c2ccccc2)C12CN(C(=O)CC)C2,·,5,0.1,0.1,-2,1.1,8,-2
C=CCn1c(=O)c2c(nc3n2CCCN3CCc2ccccc2)n(C)c1=O,8,5,·,0.0,1,-1.6,-3,3
COCC(=O)N1C[C@H](C)[C@H](OC)CN(C)C(=O)c2ccc(NC(=O)c3cc(C)on3)cc2OC[C@@H]1C,-4,3,-0.1,-0.4,0,-1.5,-10,-12
Cc1ccsc1C(=O)Nc1ccc(OCc2ccccc2)cc1,-2,8,-0.1,0.1,-2,2.2,6,-11
CN(C)c1ccc(-c2ccc3oc(-c4ccsc4)cc(=O)c3c2)cn1,1,5,-0.1,0.0,-2,4.7,18,-58
Cc1ccc(S(=O)(=O)N2CCCC(C(=O)O)C2)s1 (stereo not drawn),1,11,·,-0.2,-2,-1.9,-3,-15
CCN1CCc2c(OCC(=O)N3CCCCC3)cccc2C1=O,·,9,4.5,0.2,3,3.0,-2,-10
CNN/C(N=Cc1ccc([N+](=O)[O-])s1)=N\S(=O)(=O)c1cc(C)c(Cl)cc1SCc1ccccc1,·,-44,-1.1,0.0,0,5.2,-1,-166
CCCCn1c(N)c(N(CC)C(=O)c2c(CC)noc2C)c(=O)[nH]c1=O,10,15,3.4,-0.7,1,3.0,0,-4
COCCNC(=O)CN1N=C(c2ccc(OC)cc2)CCC1=O,4,12,0.2,0.3,-3,·,4,-6
COC(=O)c1c(C)oc(C)c1S(=O)(=O)N1CCCCC1,1,-5,-0.1,0.3,1,-2.3,3,-10
CC(=O)N(C[C@H]1N[C@H](CO)[C@@H]1c1ccc(-c2cccnc2)cc1)C1CCCC1,0&-1,-4,-0.2,0.0,0&0,4.7&6.1,-13&9,-8&-2
Cc1cccc(/C=N/NC(=O)C[n+]2ccccc2)c1,·,6,0.2,0.0,-17,-1.2,0,-4
Oc1cccc(C2c3[nH]c4ccccc4c3CCN2Cc2cnn(-c3ccccc3)c2)c1 (stereo not drawn),·,4,0.1,0.0,7,-0.4,-5,-23
O=C(C[C@@H]1C[C@@H]2c3cc(NC(=O)Cc4ccncc4)ccc3O[C@@H]2[C@@H](CO)O1)NCCN1CCCCC1,-3,-5,0.2,0.2,6,0.4,77*,47
COc1ccccc1C(=O)NC1CCCc2ccccc21 (stereo not drawn),·,18,-0.3,-0.1,-1,1.2,-7,0
N#Cc1cc2cc3c(cc2nc1SCC(=O)N1CCOCC1)OCO3,5,-3,·,·,5,3.0,-3,-35
O=c1c2ccccc2sn1-c1ccc(F)cc1,-3,145*,-0.2,-0.1,-1,-4.1,-3,-23

More entries.
SMILES,RAD54 branch,INS-1E GSIS act,E-selectin induc,XiGFP reactiv,CASP6 VEID inh,F508del corr,DENV2 CPE rescue,RAD52 inh
O=C1Nc2ccccc2Oc2cc([N+](=O)[O-])ccc21,2,·,0.6,0.0,0,-1.6,1,-11
COc1ccc(-c2csc(C(C)(NC(C)=O)c3ccccc3)n2)cn1 (stereo not drawn),2,·,0.2,0.1,3,5.8,-7,4
Cn1c(=O)c(=O)n(C)c2cc(S(=O)(=O)CCC(=O)N3CCCCC3)ccc21,4,27,0.0,0.4,0,-3.6,-3,-7
Cc1ccc(S(=O)(=O)NNc2ccccc2)cc1,·,·,·,·,4,-3.3,-4,-5
COc1ccc([C@H]2N[C@]3(CCCN(Cc4ccccc4)C3=O)[C@H]3C(=O)N(Cc4ccccc4)C(=O)[C@@H]23)cc1,3,·,·,0.2,9,0.4,-8,-3
CC(C)NC(=O)Nc1cccc2c1O[C@@H](CN(C)S(=O)(=O)c1ccc(F)cc1)[C@@H](C)CN([C@H](C)CO)C2=O,-10&-8,7&-22,-0.1&0.8,-0.1&0.1,1&1,-7.0&-0.3,-14&-4,18&-5
CCc1nc2ccc(C(=O)N3CCCC(C(N)=O)C3)cn2c1N(C=O)CC (stereo not drawn),-5,16,1.7,0.7,-2,-2.8,27*,-3
COc1ccc(C(C(=O)Nc2ccc3c(c2)OCCO3)n2c(=O)c(-c3ccco3)nc3ccccc32)cc1 (stereo not drawn),·,-5,0.8,0.1,1,-0.2,9,-7
COc1cccc(CNC(=O)CCl)c1,2,2,·,0.0,-3,·,1,-21
CC(C)c1ccc(C(=O)NC(=S)Nc2ccc3[nH]c(=O)[nH]c3c2)cc1,·,-11,·,0.0,-4,-1.5,7,-6
O=C(C[C@H]1C[C@@H]2c3cc(NC(=O)Nc4ccc(C(F)(F)F)cc4)ccc3O[C@@H]2[C@H](CO)O1)NCCc1ccccc1,8,-1,5.7,0.2,0,1.5,-1,0
CCN(CC)S(=O)(=O)c1ccc(C(=O)Nn2cnnc2)cc1,0,·,0.5,0.2,1,0.6,-7,-9
COc1ccc(C)cc1NC(=O)c1ccc(NS(=O)(=O)c2cccc3cccnc23)cc1,-1,-4,·,0.0,1,0.7,-6,-9
COCCN(Cc1cc2cc(C)ccc2n2nnnc12)C(=S)Nc1ccc(OC)cc1,·,15,·,-0.1,0,4.5,11,-18
